TLR4 MyD88 comp: blocks binding of human TLR4 to MyD88 | O00206+Q99836 | inhibition, % at 8.4 µM | AID 861 | HeLa CL3-4 TLR4/MyD88 BLA complementation, FRET ratio | actives 0.18% (n = 200,000); in the data active = inhibition above about 25%;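 also: 0% = vehicle and 100% = reference inhibitor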
S1P3 antag: blocks the human S1P3 receptor | inhibition, % at 4.98 µM | CHO S1P3 NFAT-BLA reporter, FRET fluorescence, antagonist mode | actives 0.27% (n = 170,000) | AID 485;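 active = inhibition above the plate cutoff, the mean inhibition of test wells on that plate plus 3 SD, cut at about 28% in these data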;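 also: cells challenged with S1P at its EC80 of 0.8 µM; blue over green emission ratio from cleaved BLA substrate after 4 h stimulation; 0% = S1P-stimulated wells and 100% = unstimulated DMSO-only wells; some compounds past the cut are filed as inactive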
Target sequence (Q99500 whole entry, looked up): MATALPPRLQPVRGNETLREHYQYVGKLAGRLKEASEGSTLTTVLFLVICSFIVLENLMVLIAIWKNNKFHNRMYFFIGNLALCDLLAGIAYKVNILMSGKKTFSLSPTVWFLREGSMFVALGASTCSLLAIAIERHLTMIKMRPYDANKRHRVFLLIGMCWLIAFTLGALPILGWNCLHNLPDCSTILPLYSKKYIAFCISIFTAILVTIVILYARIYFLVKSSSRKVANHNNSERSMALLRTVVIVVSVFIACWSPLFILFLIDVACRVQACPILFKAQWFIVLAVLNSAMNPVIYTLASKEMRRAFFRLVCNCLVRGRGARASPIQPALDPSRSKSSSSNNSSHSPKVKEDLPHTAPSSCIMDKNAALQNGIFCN
RAM inhibit: yeast RAM network inhibition. S. cerevisiae dse1pr::URA3 reporter, 5-FOA growth OD615, 2 d; analog-sensitive cbk1-as2 kinase mutant strain. inhibition, % at 50 µM. actives 1.8% (n = 190,000). AID 868;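 active = inhibition above a set limit, 3 SD over mean compound inhibition, cut at about 8.4% in these data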;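 also: 0% = DMSO-only wells with no growth and 100% = 10 µM 1-NA-PP1 full growth; inhibition rescues growth on 5-FOA so higher OD means more RAM inhibition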
Diaphorase inh: inhibits diaphorase or chemically oxidizes, flagging diaphorase assay artifacts | diaphorase resazurin-to-resorufin fluorescence, NADH, 16 min; bacterial (C. kluyveri) enzyme, not human | actives 0.69% (n = 190,000) | inhibition, % at 20 µM;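 active = primary screen inhibition at 20 µM above a set limit, cut at about 50% in these data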;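 also: plate controls were DMSO with full reaction for no effect and wells lacking NADH for full effect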
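Test system: Clostridium kluyveri diaphorase enzyme / Quantity: diaphorase at 0.14 U/mL in enzyme working solution / Incubation: 16-min room-temperature incubation before reading / Benchmarks: NADH-free wells as positive control, DMSO-only neutral wells / Signal: resorufin fluorescence 544/590 nm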
Hsp70 act: switches on Hsp70 transcription; HeLa Hsp70 promoter luciferase reporter, luminescence; scaled: vehicle 0, proteasome-inhibitor control 100%; activation, % at 10 µM; actives 0.04% (n = 200,000); AID 1203;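 active = activation above the mean across all tested compounds plus 3 SD, cutoff set per campaign, cut at about 5.5% in these data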;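 also: 100% = MG132 at 30 µM as the positive control and 0% = DMSO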
Redox H2O2 prof: compounds producing H2O2 with reducing agent – biochemical, NIH compound library profiling, artefact control for MLSCN library redox annotation, primary screen; DTT-dependent redox cycling H2O2, phenol red/HRP absorbance; 100% = 100 µM peroxide control, 0% = buffer; activation, % at 10 µM; actives 0.03% (n = 200,000);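 active = activation of at least 50% relative to the plate's high and low controls in the primary single-dose screen; inactive = activation below 50%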;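 also: compound incubated with DTT at 0.8 mM final as the reducing agent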
L major viab: reduces viability of Leishmania major promastigotes; resazurin fluorescence viability; inhibition, % at 10 µM; actives 9% (n = 200,000);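 also: promastigotes grown with compound for 44 hours at 28 °C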
Diaphorase act: activates diaphorase or chemically reduces, flagging diaphorase assay artifacts. Diaphorase/resazurin coupled assay, resorufin fluorescence, 16 min; stronger effect = higher value; 1 = vehicle wells, 0 = NADH-free wells. actives 0.005% (n = 190,000). AID 1229. activation factor at 20 µM;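 active = diaphorase activity raised at least twofold by the compound at 20 µM; inactive = activation factor below 2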
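Assay system: Purified diaphorase enzyme from Clostridium kluyveri | Amount: Enzyme 0.07 U/mL final | Dosing: Compound 20 µM once, DMSO 1% | Timing: 16 min reaction at room temperature | Detection: Fluorescence, excitation 544 nm and emission 590 nm | Evaluation: Higher resorufin formation from activation or reduction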
PMI act satM6P: PMI (human) activation, high substrate; actives 0.34% (n = 190,000); activation factor at 20 µM; coupled PMI enzyme assay, resazurin fluorescence, 20 min; stronger effect = higher value; 1 = untreated enzyme, 0 = substrate-free blank; P34949; AID 1216;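 active = activation factor of 2 or more at 20 µM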
Target sequence (P34949 whole entry, looked up): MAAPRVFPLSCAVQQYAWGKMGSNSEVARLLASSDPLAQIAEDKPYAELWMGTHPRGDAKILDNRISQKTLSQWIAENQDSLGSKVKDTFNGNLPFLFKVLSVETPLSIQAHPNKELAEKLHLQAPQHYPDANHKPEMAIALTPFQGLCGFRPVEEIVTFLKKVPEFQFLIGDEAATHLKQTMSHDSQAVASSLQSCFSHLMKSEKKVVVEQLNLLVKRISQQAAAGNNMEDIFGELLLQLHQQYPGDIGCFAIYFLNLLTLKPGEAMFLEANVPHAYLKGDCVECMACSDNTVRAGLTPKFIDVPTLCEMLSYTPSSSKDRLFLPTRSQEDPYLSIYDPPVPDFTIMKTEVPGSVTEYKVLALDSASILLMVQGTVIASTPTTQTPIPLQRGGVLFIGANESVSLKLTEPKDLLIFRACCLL
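Test system: human phosphomannose isomerase with PGI, G6PDH, diaphorase coupling enzymes; Amount: PMI at 15 ng/mL final; Reagent: Mannose-6-phosphate 1.0 mM (near-saturating) plus 0.22 mM NADP+; Timing: 20 min, room temperature; Technique: resorufin fluorescence at Ex 544/Em 590 nm; Dosing: 20 µM single dose.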
G6PDH CS: counter-screen for G6PDH assay hits: L. mesenteroides G6PDH inhibition; Purified L. mesenteroides G6PDH, diaphorase/resazurin coupled fluorescence, 45 min; inhibition, % at 5 µM; actives 0.12% (n = 200,000); AID 1020
PMI activator: increases human mannose-6-phosphate isomerase activity | P34949 | purified human PMI, coupled resazurin fluorescence, 20 min; stronger effect = higher value; 1 = vehicle control, 0 substrate-free wells | activation factor at 20 µM | actives 0.005% (n = 190,000) | AID 1214;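 active = activation factor of 2 or more at 20 µM, relative to plate controls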
Active calls of the source: *; nt = no result given. Rule as the data show it, unless noted: active = inhibition above about 50%; inactive = the rest. An unsorted share of the library; 12% or so of the library scored in one or more.

SMILES	TLR4 MyD88 comp	S1P3 antag	RAM inhibit	Diaphorase inh	Hsp70 act	Redox H2O2 prof	L major viab	Diaphorase act	PMI act satM6P	G6PDH CS	PMI activator
CCCCn1c(N)c(NCC(C)C)c(=O)[nH]c1=O	8.2	-10.1	0.0	7.8	-0.3	0.1	-4.3	0.9	1	15.6	0.9
CCc1nnc(NC(=O)CSc2nc3ccc(OC)cc3[nH]2)s1	-1.6	-31.5	1.5	4.4	-0.3	0.1	-6.3	1	1	-0.3	1
CC(=O)c1cccc(NC(=S)NC(=O)c2ccc(Br)cc2)c1	-8.1	-7.3	6.2	8.6	-0.2	-0.5	54.5*	0.9	1.1	5.9	1.1
N#Cc1c(N2CCN(C(=O)c3ccccc3Cl)CC2)nc(-c2ccccc2)c2c1CCCC2	-2.1	nt	3.0	23.9	-0.2	-8.2	42.9	0.8	0.9	7.9	0.9
OC(c1ccc(OCc2ccccc2)cc1)c1nnc(-c2ccccc2)o1 (stereo not drawn)	4.5	nt	4.2	0.0	-0.2	-1.4	-2.7	1	0.8	5.5	0.8
O=C(Nc1cccc([N+](=O)[O-])c1)C12CC3CC(C1)CC(n1cnc([N+](=O)[O-])n1)(C3)C2	5.4	nt	1.2	18.6	0.2	-3.2	75.8*	0.8	0.9	3.3	0.9
c1csc(C2C3=C(Nc4ncnn42)c2ccccc2OC3)c1 (stereo not drawn)	6.0	2.2	0.4	9.8	0.0	2.3	-0.8	0.9	1.8	9.0	1.6
Cc1nc2ccc(NC(=O)COc3cccc(F)c3)cc2s1	4.8	-15.9	6.3	3.9	-0.1	-0.5	1.4	1	1	1.9	1
COc1ccccc1CNC(=O)C(=O)NCC(c1ccco1)N1CCOCC1 (stereo not drawn)	-15.1	6.2	2.1	-1.6	0.1	-1.2	0.6	1	1.1	3.7	1.1
C[n+]1ccccc1COc1ccc(C(C)(C)C)cc1	-8.4	-14.6	-0.5	5.7	-0.5	-0.2	-2.4	0.9	1.1	3.2	1.1
CC1CCN(CC(=O)Nc2ccccc2-c2ccccc2)CC1	-12.9	nt	-0.6	11.2	-0.3	0.3	0.1	0.9	0.9	10.6	0.9
O=S1(=O)CCC(SCc2nc3sccn3c2Br)C1 (stereo not drawn)	10.7	6.1	1.1	19.5	-0.4	0.4	1.1	0.8	1	1.7	1
CCOC(=O)c1oc2ccc(S(=O)(=O)N3CCC(C)CC3)cc2c1C	-1.8	nt	3.4	20.5	-0.2	1.3	-3.1	0.8	0.8	-1.0	0.9
CCN(CC)C(=O)c1sc2c(c1C)c(=O)n(-c1ccc(OC)cc1OC)c(=O)n2CC(=O)c1ccccc1	4.2	-12.7	3.8	26.4	-0.4	-1.3	-1.1	0.7	0.9	2.2	0.9
CCC(=O)Nc1nc(-c2cc([N+](=O)[O-])cs2)cs1	-15.2	-4.2	4.1	2.5	-0.3	-0.1	90.4*	1	1.1	6.0	1.3
Cc1cc(C)nc(-n2nc(C)cc2NC(=O)c2cc(=O)c3ccccc3o2)n1	nt	-5.7	nt	0.4	nt	nt	nt	1	1.1	6.8	1.1
CC1(C)C2CC=C(/C=N/NC(=O)c3ccc(Cl)cc3)C1C2 (stereo not drawn)	-15.4	17.3	2.7	10.9	-0.5	0.0	96.0*	0.9	1	6.3	1
CCN(CC)S(=O)(=O)c1ccc(NC2=NS(=O)(=O)c3ccccc32)cc1	7.0	nt	1.7	7.2	-0.2	0.2	-2.4	0.9	1	2.5	1
CCOc1ccc(-n2c(O)c(/C=N/NC(=O)C3COc4ccccc4O3)c3ccccc3c2=O)cc1 (stereo not drawn)	-3.5	-3.2	4.5	21.5	-0.2	0.6	-11.0	0.8	1.1	-12.7	1
S=C(NCCN1CCOCC1)Nc1ccc(Cl)cc1Cl	0.5	-5.0	-0.7	2.9	-0.2	0.4	95.6*	1	1.1	-0.4	1
CCOC(=O)NC(NC(=S)Nc1ccccc1OC)C(Cl)(Cl)Cl (stereo not drawn)	-9.6	-1.8	1.9	-2.7	-0.3	-0.1	2.9	1	1.1	8.9	0.9
C=CCNC(=O)c1onc(CSc2ccc(Cl)cc2)c1C(=O)O	14.8	nt	0.8	9.5	-0.1	14.2	-8.8	0.9	1	-0.6	1
CC(C)Cn1cc(C(=O)NC2CCN(Cc3ccccc3)CC2)c2c3ccccc3n(C)c2c1=O	1.9	nt	2.8	-1.9	-0.3	-3.7	23.3	1	1	-0.4	1
COc1ccc(NC(=O)CSc2nnc(Cc3cccn3C)n2-c2ccc(OC)cc2)cc1	-2.3	3.2	3.8	20.4	-0.3	-2.4	-2.3	0.8	0.8	-15.1	0.8
COc1cccc(-c2nnc3n2N=C(c2cc(OC)ccc2OC)CS3)c1	4.6	nt	4.2	20.8	-0.2	-4.0	26.6	0.8	1	6.1	0.9
O=C(COc1ccccc1[N+](=O)[O-])Nc1cc(Cl)ccc1C(=O)O	7.8	5.5	0.4	6.6	-0.1	1.0	-2.5	0.9	1.1	5.2	1
CCN(CC)S(=O)(=O)c1ccc(C(=O)Oc2cc(C)[nH]c(=O)c2[N+](=O)[O-])cc1	-1.6	1.7	1.2	12.9	-0.1	-0.5	-3.2	0.9	1.1	5.0	1.3
CC1CCN(S(=O)(=O)c2ccc(Cl)cc2)CC1	-9.7	2.2	0.2	10.0	-0.1	2.5	2.7	0.9	0.9	9.6	0.9
OCCn1c(SCCOc2ccccc2F)nc2ccccc21	1.7	32.3	-0.3	9.0	-0.3	0.6	3.7	0.9	0.9	-15.5	0.9
CNS(=O)(=O)c1cc(C(=O)NCc2ccco2)ccc1Cl	4.6	nt	0.2	7.5	-0.7	-0.2	-2.6	0.9	1	-11.4	1
CCc1ccccc1-n1c(SCC(=O)Nc2ccc3c(c2)OCCO3)nc2[nH]ncc2c1=O	4.1	-14.3	1.9	23.6	-0.1	1.1	19.9	0.8	1	3.4	0.9
O=C(Cn1cnc2cc([N+](=O)[O-])ccc2c1=O)NCCc1ccc(Cl)cc1	16.2	-4.8	3.6	18.8	-0.4	0.1	64.4*	0.8	1	11.0	0.9
CCCC(=O)N(c1ccc(OCC)cc1)C1C=CS(=O)(=O)C1 (stereo not drawn)	-0.6	-10.9	0.0	11.3	-0.1	-0.7	-8.8	0.9	1	4.8	0.9
CCOC(=O)c1cccnc1NC(=O)c1ccncc1	-6.3	6.2	-0.4	0.7	-0.4	-0.5	11.7	1	1	-2.6	1.1
Cn1c(-[n+]2c(-c3ccccc3)cc(-c3ccccc3)cc2-c2ccccc2)nc2c([N+](=O)[O-])cccc21	-14.1	14.0	6.4	18.0	-0.6	4.1	16.5	0.8	1.5	5.6	1.2
Cc1cc(C)c(NC(=O)CSc2ccc(-c3cccnc3)nn2)c(C)c1	1.9	0.7	0.8	-3.1	-0.1	-0.2	-2.8	1	1	8.7	1.1
O=C(COc1ccccc1)NC(=S)Nc1cccc(NC(=O)c2ccccc2Cl)c1	2.6	1.2	4.5	29.0	-0.3	0.1	-7.2	0.7	0.8	-3.8	0.8
CCN(CC(=O)NCc1ccc(F)cc1)Cc1nc2ccccc2c(=O)[nH]1	4.8	-51.6	1.7	8.2	-0.2	-0.6	-1.7	0.9	1	1.1	1.1
O=C1CNC(=O)/C1=C\c1ccc(O)cc1	2.5	-4.6	1.8	0.0	-0.2	-0.6	38.6	1	1	-3.7	1
COc1ccc(CNC(=O)CCSCc2ccccc2Cl)c(OC)c1	-4.5	7.3	3.7	19.9	-0.6	0.4	-4.9	0.8	0.9	-12.0	0.8

Complete entries, quoted from the list.
Shown for O=C1CNC(=O)/C1=C\c1ccc(O)cc1 → TLR4 MyD88 comp = 2.5; S1P3 antag = -4.6; RAM inhibit = 1.8; Diaphorase inh = 0.0; Hsp70 act = -0.2; Redox H2O2 prof = -0.6; L major viab = 38.6; Diaphorase act = 1; PMI act satM6P = 1; G6PDH CS = -3.7; PMI activator = 1
Shown for CCc1ccccc1-n1c(SCC(=O)Nc2ccc3c(c2)OCCO3)nc2[nH]ncc2c1=O → TLR4 MyD88 comp = 4.1; S1P3 antag = -14.3; RAM inhibit = 1.9; Diaphorase inh = 23.6; Hsp70 act = -0.1; Redox H2O2 prof = 1.1; L major viab = 19.9; Diaphorase act = 0.8; PMI act satM6P = 1; G6PDH CS = 3.4; PMI activator = 0.9

Remaining list, next part:
SMILES	TLR4 MyD88 comp	S1P3 antag	RAM inhibit	Diaphorase inh	Hsp70 act	Redox H2O2 prof	L major viab	Diaphorase act	PMI act satM6P	G6PDH CS	PMI activator
CCCc1cc(=O)n2[nH]c(-c3ccc(C)cc3)cc2n1	13.8	14.3	3.4	14.4	0.3	-0.2	6.1	0.9	1	5.0	1.2
O=C(c1ccccc1)N(Cc1ccc(F)cc1)C1CCS(=O)(=O)C1 (stereo not drawn)	-21.1	-10.6	0.1	-7.1	-0.2	3.7	-4.3	1.1	1.1	8.0	1
CCOCCn1c(CN2CCN(c3ccc(F)cc3)CC2)nc2c1c(=O)n(C)c(=O)n2C	-4.8	-21.7	0.3	8.3	-0.3	-0.8	-5.7	0.9	1	5.2	1.1
COc1ccc(CCn2c(-c3cccc([N+](=O)[O-])c3)nc3nc4ccccc4nc32)cc1OC	-2.6	1.7	5.0	19.9	-0.2	-0.2	-3.9	0.8	1	-20.2	0.9
CCOC(=O)N1CCN(S(=O)(=O)c2ccc(F)c(C(=O)Nc3ccc(C)c(Cl)c3)c2)CC1	9.9	3.0	5.4	24.8	-0.2	-0.1	15.8	0.8	0.9	-3.4	0.9
C[C@H](O)CC1=C[C@H](O)[C@@H](C)OC1=O	-2.9	3.4	1.7	-4.3	0.0	0.1	-10.5	1	0.9	9.6	1
OC1CN=C2CCCc3c2n(c2ccc(Cl)cc32)C1 (stereo not drawn)	8.5	9.2	0.7	15.5	-0.5	2.5	13.1	0.8	0.8	3.0	0.8
NCCOc1ccccc1-c1ccccc1	-1.1	nt	-0.1	10.6	-0.2	-0.7	27.8	0.9	1	-1.7	1.1
COc1ccccc1NS(=O)(=O)c1ccc(C)c(NC(=O)c2ccc(S(=O)(=O)N3CCCCCC3)cc2)c1	-20.6	7.9	7.4	5.0	-0.2	-0.7	96.9*	0.9	1	4.2	0.9
CCOC(=O)C(=Nc1ccccc1)NO	2.9	5.1	0.5	6.6	-0.2	0.1	-3.2	0.9	1.1	-2.1	1

Assay outcomes as filed in PubChem BioAssay.
